# H37Rv inhibition: M. tuberculosis growth inhibition, HTS (AID 449762); M. tuberculosis H37Rv growth inhibition, 7H9 media; higher % means a stronger effect; inhibition, % at 25 µM; hits with a dose series show IC50 in µM; actives 0.59% (n = 330,000); in the data active = a potency from the dose series; inconclusive = inhibition above about 70% without an active follow-up result;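 also: bacterial growth assessed after seven days of incubation; strong numbers were not always called active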
# VEEV TC-83 Vero: inhibitors of VEEV TC-83 cytopathic effect, confirmation, Vero cells (AID 588727). inhibition, % at 20 µM, or IC50 in µM where a hit was titrated. Vero cells, VEEV TC-83 cytopathic effect inhibition; higher % means a stronger effect. actives 0.13% (n = 350,000); in the data active = a potency from the dose series; inconclusive = inhibition mostly from about 14% at the one dose, without a potency; inactive = the rest, 99 in 100 with inhibition below about 12%; also: strong numbers were not always called active
# M. tuberculosis: growth inhibition of non-replicating M. tuberculosis (AID 488890) | Mycobacterium tuberculosis non-replicating, growth inhibition; higher % means a stronger effect | one-dose inhibition, % at 25 µM; IC50 in µM for titrated hits | actives 0.39% (n = 320,000); in the data active = a potency from the dose series; inconclusive = inhibition mostly from about 82% at the one dose, without a potency; inactive = the rest, 99 in 100 with inhibition below about 76%;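 also: plate controls were DMSO cells for no effect and high antibiotic wells for full effect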
# influenza NS1A: NS1A inhibition, H1N1 influenza, cell based functional assay (AID 504329); NS1A functional cell-based assay, percent inhibition; higher % means a stronger effect; actives 0.3% (n = 340,000); inhibition, % at 12.5 µM, or IC50 in µM where a hit was titrated; in the data active = a potency from the dose series; inconclusive = inhibition above about 27% without an active follow-up result; also: strong numbers were not always called active
# PhoP GFP inhibition: Inhibition of PhoP regulon, Salmonella typhi GFP reporter cells, confirmation, 4 h (AID 1850). Salmonella Typhi PhoP-promoter GFP reporter, fluorescence, 4 h; higher % means a stronger effect. one-dose inhibition, % at 50 µM; IC50 in µM for titrated hits. actives 0.33% (n = 310,000); in the data active = a potency from the dose series; inconclusive = inhibition mostly from about 25% at the one dose, without a potency; inactive = the rest, 99 in 100 with inhibition below about 19%;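 also: 0% = induced wells with vehicle and 100% = uninduced wells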
# VEEV TC-83 Vero 10K pilot screen: recorded beside VEEV TC-83 Vero, whose call it bears; inhibition, %; measured here: 10K pilot screen inhibition
# * hit, by the source's call; i = inactive; u = inconclusive; x = no result given.
SMILES,H37Rv inhibition,VEEV TC-83 Vero,M. tuberculosis,influenza NS1A,PhoP GFP inhibition,others
CCOc1ccc(NC(=O)CNS(=O)(=O)c2c(C)cc(C)cc2C)cc1,-7%,4.3%,6%,-1%,-2%,
CCn1c(Cn2nnc(-c3ccccc3)n2)nnc1SCC(=O)N1CCOCC1,0%,i,-18%,-25%,20%,
CC(=O)Nc1cccc2c1C(=O)N(c1cccc(OC(C)=O)c1)C2=O,0%,2.4%,-9%,-7%,3%,
Cc1nc(C(=O)O)sc1C1(C)CC(c2cccc([N+](=O)[O-])c2)=NO1 (stereo unspecified),-4%,0.0%,-15%,-2%,1%,
C/C=C/c1ccc(OCCN2CCc3ccccc3C2)c(OC)c1,9%,0.7%,51%,-1%,-4%,
C/C(=N\Nc1ccccc1C(=O)O)c1ccncc1,1%,i,-5%,-12%,-6%,
N#CCC(=O)N1CCCCCC1,-4%,0.4%,13%,0%,6%,
COc1ccc(-c2cc(C(=O)NN)n(-c3ccccc3)n2)cc1,u,2.1%,20%,2%,-2%,
O=C(Nc1ccc(S(=O)(=O)NCc2ccco2)cc1)c1cccc(F)c1,2%,i,0%,-5%,9%,
CSc1ccc(C(=O)/C=C/c2ccc(N)cc2)cc1,u,42%,u,-3%,-2%,
O=C(Nc1ccccc1)c1cnc2ccccc2n1,-10%,5.7%,80%,-2%,0%,
CCc1cc(-c2ccc3c(c2)COc2c4ccccc4nn2-3)on1,59%,0.1%,56%,-20%,6%,
COc1ccc(S(=O)(=O)N/N=C\c2ccc3c(c2)OCO3)c(OC)c1,-11%,0.3%,4%,-6%,1%,
Cc1cc(C)c(C)c(S(=O)(=O)N2CCCCC2C(=O)O)c1C (stereo unspecified),5%,1.0%,6%,-23%,-14%,
O=C(CCCNC(=O)c1ccc(Cl)cc1)Nc1ccc(F)c(S(=O)(=O)N2CCOCC2)c1,-5%,i,10%,-1%,x,
COc1ccc2c(c1)c(=O)oc1c(C)c(OCc3cc(C(=O)O)oc3C)ccc12,u,7.1%,42%,-6%,-2%,
O=C(CC1SC(N2CCCC2)=NC1=O)Nc1ccc(C(=O)N2CCN(c3cccc(Cl)c3)CC2)cc1 (stereo unspecified),u,9.6%,18%,-4%,-4%,
O=C(COC(=O)COc1ccc(Cl)cc1)NC1CC1,7%,i,11%,-11%,x,
COc1ccccc1N1CCN(C(=O)CCSCc2ccccc2F)CC1,-3%,0.4%,12%,-11%,-3%,
CN(C)C(=O)c1cn(-c2ccc(Cl)cc2)c(=O)c2ccccc12,2%,0.7%,-3%,2%,0%,VEEV TC-83 Vero 10K pilot screen=0.6

# Next section, overlapping the part above by three compounds.
SMILES,H37Rv inhibition,VEEV TC-83 Vero,M. tuberculosis,influenza NS1A,PhoP GFP inhibition,others
O=C(COC(=O)COc1ccc(Cl)cc1)NC1CC1,7%,i,11%,-11%,x,
COc1ccccc1N1CCN(C(=O)CCSCc2ccccc2F)CC1,-3%,0.4%,12%,-11%,-3%,
CN(C)C(=O)c1cn(-c2ccc(Cl)cc2)c(=O)c2ccccc12,2%,0.7%,-3%,2%,0%,VEEV TC-83 Vero 10K pilot screen=0.6
O=C1CSC(c2ccccn2)N1c1ccc(Br)cc1 (stereo unspecified),4%,0.4%,-12%,8%,12%,
CC1(C)Cc2c(c(-c3ccccc3)nc(N3CCCC3)c2C(N)=O)CO1,-3%,1.7%,-2%,6%,-3%,VEEV TC-83 Vero 10K pilot screen=0.5
Cc1ccc(NC(=O)Nc2ccc3c(c2)N(C)C(=O)CS3)nc1,27%,0.7%,11%,-15%,-21%,
Cc1ccc(C)c(NC(=O)C(OC(=O)c2cc[n+]([O-])cc2)c2ccccc2)c1 (stereo unspecified),x,0.9%,x,-10%,x,
COc1cc(OC)c(OC)cc1CN1CCCC(C(=O)c2ccc3c(c2)OCO3)C1 (stereo unspecified),6%,i,-11%,10%,-8%,
Cc1ccc(-n2ncc3c(=O)[nH]c(SCC(=O)N4CCN(c5ccccc5)CC4)nc32)cc1,-1%,1.2%,0%,13%,-10%,
CC(C)(C)c1ccc(NC(=S)NCc2cccnc2)cc1,-1%,i,u,2%,-20%,
O=C(CC1CCCCC1)N1CCCC(c2nc(-c3ccc(S(=O)(=O)N4CCCC4)cc3)no2)C1 (stereo unspecified),4%,2.0%,25%,3%,0%,
COc1ccc(-n2cc(-c3ccccc3)c3c(N4CC(C)OC(C)C4)ncnc32)cc1 (stereo unspecified),20%,10%,5%,7%,3%,
N#Cc1c(N)n(CCNC(=O)c2ccc(Cl)cc2)c2nc3ccccc3nc12,1%,1.1%,0%,-2%,0%,
O=C(NNC1CC(=O)N(c2ccc(F)cc2)C1=O)c1cccnc1 (stereo unspecified),6%,1.9%,-5%,-2%,8%,
CCOC(=O)COc1ccc2c(=O)c(-c3ccccc3OC)coc2c1,u,0.9%,2.3µM*,2%,1%,
O=C(CCc1nnc2ccc(NCc3ccco3)nn12)Nc1cc(F)ccc1F,10%,1.1%,3%,4%,1%,
CC(=O)N1CCN(C(=O)C(Cc2c[nH]c3ccccc23)NC(=O)c2ccccc2Cl)CC1 (stereo unspecified),5%,i,-14%,-5%,9%,
CNC(C(=O)c1ccccc1)C(OC(C)=O)c1cccc([N+](=O)[O-])c1 (stereo unspecified),7%,1.8%,2%,-13%,7%,
O=C(Cc1ccccc1)Nc1ccc(NC(=O)c2ccco2)cc1,1%,i,-11%,-5%,-2%,
Cc1ccc(NC(=O)CCC(=O)NNC(=O)c2ccco2)c(C)c1,-9%,i,66%,-12%,4%,
CC1(C)Cc2c(sc(NC(=O)C(=O)N3CCCC3)c2C#N)CO1,-4%,1.8%,3%,-4%,4%,
Cc1[nH]c2ccc(-c3n[nH]c(=S)n3Cc3ccccc3)cc2c1C,4%,u,-27%,-2%,-4%,
O=C1C=C(Nc2cccnc2)c2ccccc2C1=O,x,2.9%,x,5%,x,
COc1ccc(N2C(=O)NC(NS(=O)(=O)c3ccccc3)(C(F)(F)F)C2=O)cc1 (stereo unspecified),-6%,2.8%,-5%,-11%,3%,
CCOc1ccc(NC(=O)CSc2nnc(-c3ccccn3)n2N)cc1,u,0.8%,51%,4%,10%,
COc1ccc(CC(=O)NCc2nnc(SCC(=O)c3ccc(OC)cc3)n2C)cc1,8%,0.8%,16%,13%,4%,
CCOC(=O)[C@H]1[C@H]2COc3ccc(Br)cc3[C@H]2N2C(=O)CN(Cc3ccc(C)cc3)C(=O)[C@@]12C,x,0.4%,x,-4%,x,
Cc1c(C(=O)N2CCOCC2)sc(NC(=O)c2ccc3c(c2)OCO3)c1C#N,-10%,0.5%,8%,-3%,9%,
COC(=O)c1sc(-c2ccccc2)cc1NC(=O)C1CC1,6%,6.0%,0%,-8%,3%,
CC(=O)Nc1ccc(OCC(O)Cn2ccnc2C)cc1 (stereo unspecified),6%,0.2%,2%,-10%,0%,
COc1ccc(NC(=O)Nc2cccc3ccccc23)cc1OC,9%,3.2%,-9%,0%,-7%,
CC(=O)Nc1ccc(S(=O)(=O)NCCCCNS(=O)(=O)c2ccc(NC(C)=O)cc2)cc1,8%,0.2%,-3%,-22%,4%,
CCn1c(SCC(=O)Nc2cc(C)on2)nnc1-c1ccc(S(=O)(=O)N2CCCC2)cc1,2%,0.1%,3%,0%,-3%,
CCC(SC1=Nc2ccccc2C2=NC(CC(C)C)C(=O)N12)C(=O)Nc1ccc2c(c1)OCO2 (stereo unspecified),6%,6.2%,43%,18%,-11%,
CC(C)C(C)N(Cc1ccc(C(=O)O)cc1)C(=O)c1ccc2ccccc2n1 (stereo unspecified),4%,0.8%,-4%,-3%,-3%,
CC(C)NS(=O)(=O)c1ccc(OCC(=O)N2CCN(Cc3ccccc3)CC2)cc1,-8%,0.5%,-14%,-7%,-6%,
COc1ccc(Cl)cc1NC(=O)CN(C)C(=O)CN1C(=O)NC2(CCCC2)C1=O,7%,1.1%,0%,12%,-12%,
O=C(NC1=NCCS1)c1ccc(Cl)c(S(=O)(=O)N2CCCCC2)c1,-3%,0.7%,-15%,1%,0%,
Cc1cccc(NP2(=O)NCCCN2)c1,x,3.3%,x,-3%,x,
COc1ccc2c(c1)C(c1cccs1)=NNC(c1cccnc1)=N2,36%,0.5%,21%,-13%,-1%,
C#Cc1cccc(C(=O)N2CCCC(CCC(=O)NCc3ccccc3F)C2)c1 (stereo unspecified),-5%,0.1%,5%,8%,-5%,
CCc1cc(=O)oc2cc(C)cc(OCC(=O)N3CCC[C@@H]3C(=O)O)c12,-9%,0.4%,-8%,-1%,-3%,
S=c1[nH]nc(-c2ccccc2)n1/N=C/c1ccc(Cl)cc1,8%,3.7%,-3%,-8%,10%,
O=C(Nc1ccccc1C(=O)N1CCCCC1)C1CCCCC1,-13%,1.7%,-4%,1%,-9%,
Cc1cccc(Cn2cnc3c(nnn3Cc3ccccc3F)c2=O)c1,-11%,i,36%,-7%,6%,
N#Cc1c(SCC(=O)Nc2cccc(C(F)(F)F)c2)sc2c(O)cc(=O)[nH]c12,2%,i,0%,11%,-10%,
Cc1ccc(NC(=O)C2CCN(S(=O)(=O)c3ccc(F)cc3)CC2)cc1,-5%,i,20%,10%,0%,
O=C(COC(=O)c1cc(Cl)ccc1Cl)NC1CCCC1,u,1.9%,u,1%,3%,
Cc1ccc(NC(=O)COc2cccc(C)c2C)cc1S(=O)(=O)N1CCCCCC1,6%,7.0%,4%,-1%,-4%,
CCCCNC(=O)N1CCN(C/C=C/c2ccccc2)CC1,-3%,i,57%,-6%,3%,
CC(=O)NC1=NN(C(C)=O)C(C)(CCS(=O)(=O)c2ccc(Cl)c(Cl)c2)S1 (stereo unspecified),6%,1.1%,-7%,-4%,4%,
COC(=O)CSc1nc(NC(C)C)nc(N(C)C)n1,9%,2.3%,38%,-3%,1%,
Cc1ccnc(N2C(=O)c3cccc4c([N+](=O)[O-])ccc(c34)C2=O)c1,u,i,u,-3%,-73%,
O=C1c2ccccc2C(=O)N1CCN1CCOCC1,0%,0.4%,4%,2%,-9%,
CCOC(=O)N1CCN(C(=O)COc2cc(=O)n(CC)c3ccccc23)CC1,2%,3.8%,-3%,-2%,-2%,
CC(C)(C)OC(=O)NCc1ccc(NC(=O)c2nc[nH]c2C(=O)N[C@@H](Cc2ccccc2)C(=O)OC(C)(C)C)cc1,-3%,5.2%,22%,-17%,3%,
COCCN(CC(=O)Nc1cccc(C)c1C)C(=O)CN1C(=O)NC2(CCCCC2)C1=O,-14%,i,-12%,-2%,x,
CC(C)C(c1nnnn1Cc1ccccc1)N1CCC(C(N)=O)CC1 (stereo unspecified),-3%,1.8%,-8%,-1%,-8%,

# Sorted by formula weight (descending): part of the list above.
SMILES,H37Rv inhibition,VEEV TC-83 Vero,M. tuberculosis,influenza NS1A,PhoP GFP inhibition,others
N#Cc1c(SCC(=O)Nc2cccc(C(F)(F)F)c2)sc2c(O)cc(=O)[nH]c12,2%,i,0%,11%,-10%,
CCOC(=O)N1CCN(C(=O)COc2cc(=O)n(CC)c3ccccc23)CC1,2%,3.8%,-3%,-2%,-2%,
Cc1cccc(Cn2cnc3c(nnn3Cc3ccccc3F)c2=O)c1,-11%,i,36%,-7%,6%,
CCCCNC(=O)N1CCN(C/C=C/c2ccccc2)CC1,-3%,i,57%,-6%,3%,
